Screening data deposited in PubChem BioAssay by NCI.
All columns: NCI-60 one-dose screen, growth in % after 48 h at 10 µM unless noted; 100 = growth as untreated, 0 = no growth, -100 = all killed.
T-47D: T-47D breast cancer | 79,000 compounds, 5% hits
SK-MEL-5: SK-MEL-5 melanoma; 80,000 compounds, 6.4% hits
LOX IMVI: LOX IMVI melanoma; 79,000 compounds, 7.4% hits; AID 1794757
BT-549: BT-549 breast cancer; 78,000 compounds, 4.4% hits; AID 1794793
SK-MEL-2: SK-MEL-2 melanoma. 77,000 compounds, 4.7% hits. AID 1794763
HS 578T: HS 578T breast cancer; 78,000 compounds, 4.1% hits; AID 1794788
MDA-MB-435: MDA-MB-435 melanoma; 82,000 compounds, 7.8% hits; AID 1794794
SK-MEL-28: SK-MEL-28 melanoma. 81,000 compounds, 4.1% hits
Starred values were filed as active, the others as inactive; x = not tested or not shown; & = joins results of further samples. Rule for the calls: active = growth percent below 10; inactive = the rest.

SMILES	T-47D	SK-MEL-5	LOX IMVI	BT-549	SK-MEL-2	HS 578T	MDA-MB-435	SK-MEL-28
CC12CCC3c4ccc(O)cc4CCC3C1CCC2O (centres undefined)	107	102	86	103	109	114	110	112
C=CCC(O)CCCCC (centres undefined)	99	102	96	95	75	101	102	109
Cc1nc2ccccc2o1	103	98	92	110	104	101	115	102
Cc1ccc(NC(=O)N[C@@H](Cc2cc(F)cc(F)c2)C(=O)N[C@@H]2C(=O)N3CCC[C@H]3C(=O)N3CCCC[C@H]3C(=O)N[C@@H](C)C(=O)N3C[C@H](C)C[C@H]3C(=O)O[C@H]2C)cc1	20	11	38	20	35	36	19	39
COc1ccc2[nH]cc(-c3nnc(N)nc3-c3cn(C)c4ccc(F)cc34)c2c1	89	99	93	79	104	99	103	101
C/C(=N\Nc1ccccc1)c1ccc(NC2=CC(=O)c3ccccc3C2=O)cc1	39	-11*	21	76	56	66	-80*	66
O=C1CC(=O)N(c2ccccc2)O1	98	98	90	101	x	110	104	107
CCCn1cnc2c(c1=N)C(c1ccc(F)cc1)c1sc3c(C)cccc3c1O2 (centres undefined)	38	25	29	x	53	14	-58*	45
Nc1nc(N)nc(Cn2c(-c3nonc3N)nc3ccccc32)n1	104	102	94	101	98	111	97	104
Cc1cc(C2=NNC(=O)Cc3cc4c(cc32)OCCO4)ccc1N	100	104	92	80	x	116	20	92
Nc1cc(C(=O)O)cc(N2C(=O)/C(=C\c3ccc(-c4ccc(Cl)cc4)o3)SC2=S)c1	97	99	91	99	111	109	102	103
O=C(O)c1ccc(S(=O)(=O)Nc2ccccc2)cc1	96	99	96	107	107	99	106	110
C=C(C)[C@@H]1CC=C2c3sc(Nc4cc(F)ccc4F)nc3C[C@@H](C)[C@]2(C)C1	93	99	98	105	110	93	99	106
CC(C)C1CCC(C)C(C2(C#N)C(N)=NC(N)=C2C#N)C1=O (centres undefined)	84	101	93	99	109	101	101	107
Cc1noc(C)c1CN1CCN2C(=O)c3ccc(-c4ccccc4)cc3OCC[C@@H]3CC[C@H](O)[C@@H](CNC(=O)[C@@H]2C1)O3	95	98	99	106	102	96	103	105
Cc1cc2nnc(SCc3ccccc3)n2c(SCc2ccccc2)n1	65	96	92	93	96	93	100	109
CCc1c(Cl)nc(N)nc1Nc1ccc(C)c(C)c1	91	93	86	106	99	98	100	103
CCCCC(CC)CCC(CC(C)C)NC(=S)NC(CCC(CC)CCCC)CC(C)C (centres undefined)	90	100	97	106	114	98	95	106
Nc1ccc(C(=O)NC(CCC(=O)O)C(=O)O)cc1 (centres undefined)	100	x	97	112	97	92	99	108
COc1ccc(CNCCO)cc1	84	108	95	94	118	106	104	111
N#Cc1c(-c2ccc(F)cc2)nc(N/N=C2\NC(=O)CS2)nc1N1CCOCC1	94	101	97	106	106	94	105	114
Cc1nn(-c2ccccc2)c2c1C(c1cc3ccccc3[nH]c1=O)C1=C(CC(C)(C)CC1=O)N2 (centres undefined)	79	100	96	104	114	113	105	110
O=S(=O)(Oc1ccc(-c2ccccc2)cc1)c1ccccc1	96&99	103&97	92&111	106	100	92&111	107&107	112&108
O=c1[nH]nc(-c2ccc(Br)cc2)c2sc(NC(=S)Nc3ccc(Cl)cc3)nc12	86	99	85	93	101	-1.8*	104	109
O=C(O)CCCCCN1C(=O)NC2(C1=O)c1ccccc1-c1ccccc12	85	81	97	98	105	92	103	113

Copied from above (2 entries):
SMILES	T-47D	SK-MEL-5	LOX IMVI	BT-549	SK-MEL-2	HS 578T	MDA-MB-435	SK-MEL-28
C=C(C)[C@@H]1CC=C2c3sc(Nc4cc(F)ccc4F)nc3C[C@@H](C)[C@]2(C)C1	93	99	98	105	110	93	99	106
CC(C)C1CCC(C)C(C2(C#N)C(N)=NC(N)=C2C#N)C1=O (centres undefined)	84	101	93	99	109	101	101	107

Other entries:
SMILES	T-47D	SK-MEL-5	LOX IMVI	BT-549	SK-MEL-2	HS 578T	MDA-MB-435	SK-MEL-28
O=S(=O)(/N=C1C=C/C(=N\S(=O)(=O)c2ccccc2)c2ccccc2\1)c1ccccc1	93	x	69	104	114	112	0.6*	101
COc1ccc(-n2nc(C(=O)NCC(=O)NO)nc2-c2ccccc2)cc1	107	95	99	100	107	104	104	113
N#Cc1ccc(C(=O)CSc2nccc(Nc3ccc(S(=O)(=O)Nc4nccs4)cc3)n2)cc1	101	99	95	104	108	102	105	107
NC(=O)c1cc2c(n1Cc1ccccc1)-c1nc(NC3CCCCC3)ncc1CCC2	78	87	67	77	80	68	62	85
N#CSCC1CC(O)(c2ccccc2)CC(c2ccc(Cl)cc2)O1 (centres undefined)	27	68	13	-11*	40	21	3.0*	72
O=C(c1cccc2ccccc12)N1CCCCC1	92	102	98	102	92	94	111	105
CCOC(=O)Nc1cc(=O)c([N+](=O)[O-])c(N)[nH]1	104	105	104	105	121	109	96	106
CN1/C(=C/C=N/NC(=O)c2ccc(=O)n(C)c2)C(C)(C)c2ccccc21	104	107	95	81	124	117	91	105
O=C1CCC2(C3CC3)N1CCc1cncn12 (centres undefined)	98	99	99	110	109	116	102	105
CCOC(=O)C1=C(C)NC(SCc2nnc(-c3ccc(Cl)cc3)o2)=NC1c1ccc(OC)cc1 (centres undefined)	85	100	98	83	x	92	106	92
O=C(NCCc1ccccc1)c1cc2cccc([N+](=O)[O-])c2[nH]1	70	76	86	100	101	111	110	99
CC1(C)CC[C@]23CC[C@]4(C)[C@H](CC[C@@H]5[C@@]6(C)CC(CC/C(N)=N/O)(CC/C(N)=N/O)C(=O)C(C)(C)[C@@H]6CC[C@]54C)[C@H]2[C@H]1OC3=O	108	102	x	100	114	106	101	107
CCOCC(O)COc1ccc(/C(=C(\C)c2ccccc2)c2ccccc2)cc1 (centres undefined)	86	99	93	104	101	92	98	104
CC12CCC3C4(C)COC(c5cccc(Cl)c5)OC4CCC3(C)C1CC(C1=CCOC1=O)O2 (centres undefined)	43	30	69	x	79	83	72	69
Nc1nc(SN=Nc2ccc(S(N)(=O)=O)cc2)c2[nH]cnc2n1	24	47	-9.5*	36	-3.5*	36	7.7*	16
COC[C@@H](CC(C)C)N=C1NC(=O)/C(=C/c2ccc3ncoc3c2)N1	-4.8*	3.8*	6.8*	2.4*	-76*	26	17	0.8*
O=S(c1ccccc1)c1ccccc1	103	110	98	x	119	116	104	115
N=C(N)c1ccc(-c2ccc(-c3cncc4ccccc34)s2)s1	-58*	-90*	-78*	37	79	-50*	-91*	-70*
[O-][n+]1onc(C23CC4CC(CC(C4)C2)C3)c1SCc1ccccc1	92	99	91	110	x	95	99	93
Cc1cccc2cc(-c3cc4ccccc4[nH]3)c(=O)oc12	78	99	100	94	128	102	108	101
O=C(/C=C/c1ccc(O)c(O)c1)NC1CCOC1O (centres undefined)	93	103	x	108	113	89	101	107
Cn1c(=O)c2c(ncn2CCC(=O)Nc2ccc(F)cc2)n(C)c1=O	94	111	98	90	104	103	110	114
Oc1cc(Nc2ccnc3cc(Cl)ccc23)c2ncccc2c1	52	79	73	x	94	62	70	82
CC(C)(C)OC(=O)N1C=CC(=O)[C@@H](O[Si](c2ccccc2)(c2ccccc2)C(C)(C)C)[C@H]1/C=C/c1ccccc1	73	85	79	97	x	74	94	103
COc1cc(Cn2c(SC)nc3ccccc3c2=O)cc(OC)c1OC	86	81	90	91	93	105	98	95

Some of the entries above in another layout.
mol | T-47D | SK-MEL-5 | LOX IMVI | BT-549 | SK-MEL-2 | HS 578T | MDA-MB-435 | SK-MEL-28
O=C1CCC2(C3CC3)N1CCc1cncn12 (centres undefined) | 98 | 99 | 99 | 110 | 109 | 116 | 102 | 105
CCOC(=O)C1=C(C)NC(SCc2nnc(-c3ccc(Cl)cc3)o2)=NC1c1ccc(OC)cc1 (centres undefined) | 85 | 100 | 98 | 83 | x | 92 | 106 | 92
O=C(NCCc1ccccc1)c1cc2cccc([N+](=O)[O-])c2[nH]1 | 70 | 76 | 86 | 100 | 101 | 111 | 110 | 99

Additional compounds.
SMILES	T-47D	SK-MEL-5	LOX IMVI	BT-549	SK-MEL-2	HS 578T	MDA-MB-435	SK-MEL-28
O=C(Nc1nc2ccccc2c2c(=O)c3cc(Cl)ccc3sc12)c1ccccn1	62	102	80	94	104	100	96	111
Cc1cc2ccccc2c[n+]1CCCCC[n+]1cc2ccccc2cc1C	95	86	97	101	102	97	100	108
CCOC(=O)C1=C(c2ccccc2)N=c2s/c(=C/c3ccc(Br)cc3)c(=O)n2C1c1ccc(O)cc1 (centres undefined)	70	92	92	95	96	84	96	92
O=c1[nH]cncc1OCc1ccccc1	112	113	91	103	101	96	104	120
Cc1ccc(=O)n(-c2ccc(Br)cc2F)c1	94	97	95	94	116	100	100	108
O=C(C[n+]1ccccc1)c1ccc(Cl)cc1	114	101	100	124	109	111	115	119
Cc1nc(N)ncc1-c1ccc2ncnc(N3CCc4cc(F)c(Cl)cc43)c2c1	28	77	61	67	100	20	95	107
Cc1cccc2c(=O)c3c(sc12)c(NCCCN)nc1ccccc13	44	47	-94*	66	89	25	-75*	8.9*
CCC(C)C(=O)Nc1nc(-c2ccc(S(=O)(=O)N(CC)CC)cc2)cs1 (centres undefined)	61	28	80	68	85	85	86	94
Clc1ccc2c(Nc3ccc4oc(NCCN5CCOCC5)nc4c3)ccnc2c1	91	94	99	95	111	113	102	112
CCCCCCNC(=O)Oc1ccc(/C(=C(\C)c2ccc(OC)cc2)c2ccc(OCCN3CCCCC3)cc2)cc1	48	58	24	70	69	66	67	25
Cc1ccc2cccc(CC(=O)NN)c2c1	100	102	98	101	101	97	104	104
COc1ccc(-c2cnnn2-c2nonc2-n2cccc2)cc1	45	32	34	48	55	-1.9*	-44*	18
O=c1c2c(c3ccccc3n1-c1ccccc1)NC(=S)NC2c1ccccc1 (centres undefined)	60	98	98	x	x	105	111	116
CC(=O)[C@H]1CC[C@H]2[C@@H]3CC[C@@H]4C[C@H](OC(=O)CCC(=O)O)CC[C@]4(C)[C@H]3CC(=O)[C@]12C	94	94	99	102	98	96	99	97
O=C1c2c(c(=O)[nH]c3ccccc23)CCN1Cc1ccccc1	86	108	x	87	127	119	110	107
Fc1ccc(NC(c2ccc(F)cc2)C2CCN(CCCCc3ccccc3)CC2)cc1 (centres undefined)	22	-3.5*	11	61	70	72	44	60
N#Cc1ccc(NC(=O)c2sc3nc4c(cc3c2N)C(=O)CCC4)cc1	96	93	112	108	83	111	97	106
Cn1cc(-c2cc(N)n3nc(-c4c[nH]c5ccccc45)cc3n2)c2cc(Br)ccc21	-83*	-95*	-79*	-58*	-65*	-30*	-79*	-59*
O=C(c1ccc(Cl)cc1)C1Sc2nnc(o2)-c2c1c1ccccc1oc2=O (centres undefined)	86	99	91	89	133	100	102	99
O=C1c2c(c3c4cc(Br)ccc4[nH]c3c3ccc4ccccc4c23)C(=O)N1CCO	51	100	66	105	110	103	95	100
CCOC(=O)Cc1nc(N)n(C(=S)Nc2ccc(Cl)cc2)n1	91	100	100	x	115	99	102	x
Cn1ccnc1C(=O)/C=C/c1ccc(C(=O)Nc2ccc(F)cc2O)cc1	86	99	61	84	105	85	102	101
Cc1ccc(-c2nc3ccccc3n2CC(=O)N/N=C/c2ccc(OCc3ccccc3)cc2)o1	69	84	83	93	94	68	101	113
O=Cc1cccc(O)c1	95	111	95	128	122	145	120	128

Overlap with the part before: three compounds, then new ones.
SMILES	T-47D	SK-MEL-5	LOX IMVI	BT-549	SK-MEL-2	HS 578T	MDA-MB-435	SK-MEL-28
Cn1ccnc1C(=O)/C=C/c1ccc(C(=O)Nc2ccc(F)cc2O)cc1	86	99	61	84	105	85	102	101
Cc1ccc(-c2nc3ccccc3n2CC(=O)N/N=C/c2ccc(OCc3ccccc3)cc2)o1	69	84	83	93	94	68	101	113
O=Cc1cccc(O)c1	95	111	95	128	122	145	120	128
O=C1/C(=C/c2cccs2)SC(=S)N1CCCN1CCOCC1	67	95	89	102	101	99	92	96
CC(=O)c1ccc2c(c1)Cc1cc(C(C)=O)ccc1-2	101	95	114	94	111	88	90	106
Oc1c(Cl)cc(Cl)cc1CNC1CCCCC1	98	100	101	121	89	109	106	109
COc1cc(OC)cc(-c2nn(CC(=O)N3CCc4ccccc4C3)c3ncnc(N)c23)c1	95	102	101	82	100	77	100	107
O=C1/C(=C/c2ccccc2)CN(C(=O)CCN2CCC(=NO)CC2)C/C1=C\c1ccccc1	-2.1*	-59*	-91*	2.5*	55	17	-58*	-27*
CNC(=O)c1cc(Oc2ccc3nc(NC(=O)CN4CCN(c5ccc(F)cc5)CC4)sc3c2)ccn1	32	30	76	56	61	104	72	x
Cc1ccc(C(CC(=O)c2ccccc2)c2ccccc2)cc1 (centres undefined)	71	96	96	93	99	100	109	94
O=C(O)C(Cc1ccc(O)cc1)n1c(O)c(C=C2N=c3ccccc3=N2)sc1=S (centres undefined)	91	100	98	96	107	89	103	107
O=C(/C(=N/Nc1ccc([N+](=O)[O-])cc1)c1ccccc1)c1ccccc1	57	79	79	89	79	70	92	107
Cc1nc2ccccc2c(/C=C/c2ccc(Cl)cc2)c1C(=O)/C=C/c1cccs1	50	77	80	91	91	87	89	96
CC(=O)c1c([Si](C)(C)C)c(C(=O)c2ccc(Br)cc2)n2ccc(C#N)cc12	74	91	101	123	101	89	90	94
COc1ccc(C(O)c2cc3c(N)c(C(=O)Nc4cccc(OC)c4)sc3nc2C)cc1 (centres undefined)	63	-35*	31	27	23	24	-9.5*	59
CCOC(=O)c1sc2ncc(-c3ccc(C)cc3)n2c1C	89	95	85	107	101	97	x	102
O=C(c1ccc(-c2ccccc2)cc1)c1cccc(Br)c1	88	90	86	84	97	91	16	85
Cc1ccc(NCN2C(=O)c3ccccc3C2=O)cc1Cl	112	98	89	86	112	103	97	98
Cc1ccc(COc2ccc(NC(=O)Nc3ccccc3)cc2)cc1	104	103	96	127	112	98	101	102
O=C1/C(=C/c2ccc(OCCCc3ccccc3)cc2)Oc2cc(O)ccc21	83	83	96	x	90	100	96	105
N#Cc1c(-c2ccc(F)cc2)nc(N=Nc2c(O)[nH]c3ccc(Br)cc23)nc1N1CCOCC1	86	75	76	79	93	58	93	75
COc1cc(C(=O)/C=C/c2cc(-c3ccc4c(c3)OCO4)n[nH]2)cc(OC)c1OC	20	63	x	-11*	85	x	40	76
